Screens: PubChem, Broad Institute
miR-122 sensor – inhibitors of miR-122 in Huh7 cells; AID 602342; activation (reporter increase), % at 12.5 µM; Huh7 miR-122 Renilla luciferase sensor, 48 h; neutral wells = 0, positive control = 100; 340,000 tested, 0.3% active;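 active = mean replicate activation score at least 90 and every replicate individually at or above 90; inconclusive = only one of the two criteria met; inactive = neither criterion met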;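 also: higher luciferase means less miR-122 activity so hits act as miR-122 inhibitors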
Casp6 inh – blocks human caspase-6 cleavage activity | AID 686996 | purified caspase-6, Z-VEID-R110 cleavage fluorescence | 350,000 tested, 0.53% active | P55212 | inhibition, % at 12.5 µM;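 active = mean inhibition across replicates at least about 35%, with every replicate also reaching that limit, limit read from the data; inconclusive = only one of the two criteria met; inactive = neither criterion met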;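 also: 0% = median of neutral control wells and 100% = no fluorescence left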
Target sequence (P55212 24-179 limits assumed): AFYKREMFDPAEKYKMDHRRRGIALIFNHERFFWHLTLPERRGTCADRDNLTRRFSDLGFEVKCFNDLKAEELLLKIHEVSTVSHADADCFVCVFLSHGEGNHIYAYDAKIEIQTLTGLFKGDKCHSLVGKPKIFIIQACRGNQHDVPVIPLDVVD
Target sequence (P55212 194-293 limits assumed): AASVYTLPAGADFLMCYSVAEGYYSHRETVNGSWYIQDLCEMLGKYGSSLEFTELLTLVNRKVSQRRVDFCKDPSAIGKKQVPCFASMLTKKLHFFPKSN
F508del corr – CFTR F508del correction in bronchial cells | CFBE cells, YFP halide quenching; stimulated with forskolin plus potentiator P3; % fluorescence drop versus neutral controls | activity (quench increase), % at 7.58 µM | 350,000 tested, 0.36% active | AID 720511;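 active = mean added fluorescence quench of at least 8% versus neutral control, with both replicates also reaching 8%; inconclusive = only one of the mean or replicate conditions met; inactive = mean below 8% and not both replicates reaching 8%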;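 also: cells transiently co-express mutant CFTR-F508del with the halide-sensitive YFP; corrector assay measuring rescue of mutant channel to the surface after 24 h compound exposure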
DENV2 CPE rescue – DENV2-induced cell death inhibition; DENV2-infected cells, cytopathic effect rescue, plate reader; CPE inhibition, % at 9.99 µM; 350,000 tested, 1.7% active; in the data active = CPE inhibition above about 20%, passing the limit was not always enough; inconclusive = no clear call, values can overlap the other calls; tested in BHK-21 cells;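 also: 0% = median of neutral control wells and 100% = median of positive control wells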
SIRT5 inh – blocks human SIRT5 desuccinylation of peptide. Q9NXA8. Purified SirT5, succinyl-peptide AMC, trypsin-coupled fluorescence. inhibition, % at 15 µM. 330,000 tested, 1.1% active. AID 652115; in the data active = inhibition above about 15%; inconclusive = no clear call, values can overlap the other calls
Target sequence (Q9NXA8 whole entry, looked up): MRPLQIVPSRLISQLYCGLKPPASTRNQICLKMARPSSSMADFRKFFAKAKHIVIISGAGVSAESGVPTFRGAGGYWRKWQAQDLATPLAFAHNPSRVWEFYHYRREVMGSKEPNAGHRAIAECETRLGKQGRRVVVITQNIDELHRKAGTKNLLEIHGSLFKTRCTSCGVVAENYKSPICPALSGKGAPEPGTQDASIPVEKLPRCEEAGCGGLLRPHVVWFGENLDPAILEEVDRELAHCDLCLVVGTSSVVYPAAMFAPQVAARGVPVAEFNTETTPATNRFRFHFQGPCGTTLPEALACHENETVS
ERAP1 inh – inhibitors of human ERAP1 aminopeptidase; recombinant ERAP1, Leu-AMC fluorescence, 60 min; 340,000 tested, 0.15% active; Q9NZ08; inhibition, % at 10.7 µM;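 active = mean replicate inhibition of at least 30%, or all replicates individually reaching that 30% level; inactive = mean below 30% and not every replicate reaching it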;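 also: 0% = neutral control wells and 100% = L-leucinethiol positive control wells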
ERp5 inh – ERp5 (human) disulfide isomerase inhibition; Q15084; ERp5 insulin aggregation, absorbance 650 nm, 90 min; inhibition, % at 9.99 µM; 350,000 tested, 0.05% active; AID 651711;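 active = mean replicate inhibition above about 25%, with every replicate also reaching it, limit read from the data, passing the limit was not always enough; inconclusive = only one of those two criteria met; inactive = neither criterion met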
Target sequence (Q15084 whole entry, looked up): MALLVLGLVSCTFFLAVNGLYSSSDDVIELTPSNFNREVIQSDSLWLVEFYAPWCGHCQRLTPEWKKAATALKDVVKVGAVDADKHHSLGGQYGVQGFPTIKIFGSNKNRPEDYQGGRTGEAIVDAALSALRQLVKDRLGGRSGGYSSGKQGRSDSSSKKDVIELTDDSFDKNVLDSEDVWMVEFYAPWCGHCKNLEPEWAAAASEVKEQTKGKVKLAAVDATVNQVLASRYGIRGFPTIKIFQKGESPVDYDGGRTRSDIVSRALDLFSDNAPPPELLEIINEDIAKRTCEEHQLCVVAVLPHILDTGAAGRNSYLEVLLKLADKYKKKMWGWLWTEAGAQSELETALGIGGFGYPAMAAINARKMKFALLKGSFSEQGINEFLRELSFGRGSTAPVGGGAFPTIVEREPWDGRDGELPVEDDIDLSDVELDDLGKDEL
Starred values were filed as active, the others as inactive; ? = inconclusive; . = not tested or not shown; & = joins results of further samples; [ ] = dose if it differs, or a comment.

SMILES	miR-122 sensor	Casp6 inh	F508del corr	DENV2 CPE rescue	SIRT5 inh	ERAP1 inh	ERp5 inh
Cc1noc(C)c1S(=O)(=O)Nc1ccc2c(c1)CC(=O)N([C@@H](C)CO)C[C@H](C)[C@@H](CN(C)S(=O)(=O)c1ccc(F)cc1)O2	-3[16.7 µM]	.	-1.3	?	0	4	-2
O=C(C[C@H]1C=C[C@@H](NC(=O)NC2CCCC2)[C@@H](CO)O1)NCc1ccc(F)cc1	.	1	-0.7	3	-9	-1	4
CCOc1cc(S(=O)(=O)N2CCN(C(=O)c3ccco3)CC2)ccc1F	0	-2	0.0	-4	0	6	-5
O=C(c1cccc(C(F)(F)F)c1)C1CCCN(Cc2cccn2-c2ncccn2)C1 (stereo not drawn)	.	-2	-1.4	2	1	-3	7
CC(NC(=O)COC(=O)c1ccc([N+](=O)[O-])o1)c1ccccc1 (stereo not drawn)	-6	17	-2.4	4	1	-1	6
CCOc1ccc(Br)cc1S(=O)(=O)NCCN1CCCC1	32	-55	1.5	18	-4	-9	-6
CN1CCN(C(=O)C[C@H]2CC[C@@H]3[C@H](COC[C@@H](O)CN3C(=O)C3CCCC3)O2)CC1	0[16.7 µM]	-62	-0.9	-9	0	1	-6
Cc1nnc(SCC(=O)NC(C)(C)C)n1NCc1cccc(Br)c1	3	1	1.6	-3	2	-5	-1
C[C@@H]1CN([C@H](C)CO)C(=O)c2cc(NC(=O)Nc3cccc4ccccc34)ccc2O[C@H]1CN(C)Cc1ccc(-c2ccccc2)cc1	4[16.7 µM]	-1	6.4	-8	13	-2	-6
CCNC[C@@H]1[C@@H](c2ccccc2)[C@@H](CO)N1C(=O)Cc1ccccn1	83[16.7 µM]	2	2.7	-1	8	-3	-1
C[C@@H]1CN([C@@H](C)CO)C(=O)Cc2cc(NC(=O)Cc3cn(C)c4ccccc34)ccc2O[C@@H]1CN(C)C(=O)Nc1ccc2c(c1)OCO2	7[16.7 µM]	-4	-2.4	-3	1	-3	16
Cc1noc(C)c1NC(=O)Nc1ccc2c(c1)C(=O)N([C@@H](C)CO)C[C@H](C)[C@H](CN(C)C(=O)C1CCCCC1)OCCCC[C@@H](C)O2	-4[16.7 µM]	2	2.6	-3	-2	-1	5
N#C[C@H]1[C@H](c2ccccc2C2=CCCCC2)[C@@H](CO)N1S(=O)(=O)c1ccccc1	.	0	0.4	6	7	-1	-1
O=C(O)C1Cc2ccccc2CN1C(=O)COc1ccc(Cl)cc1 (stereo not drawn)	-3	20	-2.0	-10	5	1	2
CCC(=O)Nc1ccc(C(=O)CSc2nnc(-c3ccccc3F)n2C2CC2)cc1	.	8	.	-7	6	7	-12
COc1ccc(C#Cc2ccc3c(c2)[C@]2(C(=O)N3)[C@H](c3ccc(OCCO)cc3)N3[C@H](c4ccccc4)[C@H](c4ccccc4)OC(=O)[C@H]3[C@@H]2C(=O)N2CCN(c3ncccn3)CC2)cc1	.	2	2.2	-6	1	-4	-7
O=C(NC1CCCC1)C1CCN(C(=O)c2cc(Cl)ccc2Cl)CC1	-5	-1	1.3	-3	-2	2	-1
Cc1ccccc1-c1cnc2c(c1)C(=O)N([C@@H](C)CO)C[C@@H](C)[C@H](CN(C)C(=O)c1cccnc1)O2	-4[16.7 µM]	1	0.5	10	0	1	-3
COc1cccc(C#Cc2ccc3c(c2)[C@H]2[C@H](CCN2S(=O)(=O)c2cccc(OC)c2)[C@@H](CO)N3)c1	.	-1	-1.1	-5	.	-1	-10
Oc1c(C=NCc2ccccc2)sc2ccccc12	.	2	2.0	-1	0	-1	2
COc1cccc(CC2(CO)CCN(Cc3ccc4cccc(F)c4n3)CC2)c1	.	-3	-1.5	-4	-3	2	-5
OCC1(CCCc2ccccc2)CCN(Cc2cnc(N3CCOCC3)s2)CC1	-5	0	3.7	6	0	1	5
CCOC1CCc2c(C)nc(N)nc2S1 (stereo not drawn)	.	2	-1.6	1	-5	0	1
C[C@H](CO)N1C[C@H](C)[C@@H](CN(C)Cc2ccccn2)Oc2ncc(-c3cccc(F)c3)cc2C1=O	0[16.7 µM]	-1	-2.2	10	-4	1	-2
CO[C@@H]1CN(C)C(=O)c2ccc(NC(=O)Nc3ccccc3Cl)cc2OC[C@@H](C)N(S(=O)(=O)CC(F)(F)F)C[C@H]1C	.	0	0.3	2	4	4	0
COc1ccc(NC(=O)N(C)C[C@@H]2OCCCC[C@@H](C)Oc3ccc(NC(=O)Cc4ccccc4)cc3C(=O)N([C@H](C)CO)C[C@@H]2C)cc1	9[16.7 µM]	-1	-3.0	-3	-2	1	0
COc1ccc(S(=O)(=O)NC(=O)C2(C)CCN2C(=O)Cc2ccccc2)cc1OC (stereo not drawn)	-6	-1	-3.2	?	0	5	6
CNC[C@@H]1Oc2ncc(-c3ccccc3C)cc2C(=O)N([C@H](C)CO)C[C@H]1C	-4[16.7 µM]	1	-0.9	8	-1	3	-3
COCC#Cc1ccc2c(c1)O[C@@H](CN(C)CC1CCCC1)[C@H](C)CN([C@@H](C)CO)S2(=O)=O	-12[16.7 µM]	-1	1.6	10	24*	-1	6
CCN(CC(=O)NCc1ccc2c(c1)OCO2)S(=O)(=O)c1ccc(F)cc1	-2	-1	-0.2	5	-2	-4	3
C[C@@H]1CN([C@@H](C)CO)C(=O)c2cc(C3=CCCCC3)cnc2O[C@H]1CN(C)C(=O)c1ccc(F)cc1	-1[16.7 µM]	-1	-1.4	9	2	4	?
Cc1ccnc(NC(=O)C2CCCN(c3ncnc4c3nc3n4CCCCC3)C2)c1 (stereo not drawn)	-1	-6	-0.5	11	-1	-4	3
Cc1nc2ccccc2n1Cc1ccccc1Br	.	-1	6.3	-3	-2	0	3
O=c1[nH]c(C2CCN(S(=O)(=O)c3cccc([N+](=O)[O-])c3)CC2)nc2c1nnn2Cc1ccccc1	-8	-1	-2.9	-4	-1	-4	6
COc1ccc(/C(N)=N/OC(=O)Cc2ccc(OC)c(OC)c2)cc1	3	0	-1.5	-1	-2	1	-3
CC(C)CC#Cc1ccc([C@@H]2[C@@H](CO)N3C(=O)CN(C(=O)CN4CCOCC4)C[C@@H]23)cc1	.	2	1.4	-8	17*	-2	0
O=C(OC1CC2CC1[C@H]1CCCCN1C2=O)N1CCN(C(=O)c2ccccc2)CC1 (stereo partly drawn)	.	-1	2.2	17	0	0	3
COc1ccc(CCCNC(=O)C2CCC(=O)N(CC3CCCCC3)C2)cc1 (stereo not drawn)	3	2	2.9	1	0	1	1
O=C(NC1CCCCC1)C(c1ccccn1)N(C(=O)c1csnn1)C1CCCCC1 (stereo not drawn)	.	-1	-3.2	.	15*	-1	0
C[C@@H]1CN([C@H](C)CO)C(=O)c2cc(NC(=O)C3CCCCC3)ccc2O[C@@H](C)CCCCO[C@@H]1CN(C)C(=O)C1CCCCC1	1[16.7 µM]	-3	0.4	-5	0	1	6

2 compounds picked at random from those above, as already listed:
SMILES	miR-122 sensor	Casp6 inh	F508del corr	DENV2 CPE rescue	SIRT5 inh	ERAP1 inh	ERp5 inh
O=C(NC1CCCCC1)C(c1ccccn1)N(C(=O)c1csnn1)C1CCCCC1 (stereo not drawn)	.	-1	-3.2	.	15*	-1	0
O=C(OC1CC2CC1[C@H]1CCCCN1C2=O)N1CCN(C(=O)c2ccccc2)CC1 (stereo partly drawn)	.	-1	2.2	17	0	0	3

Some of the entries above, set out differently.
SMILES,miR-122 sensor,Casp6 inh,F508del corr,DENV2 CPE rescue,SIRT5 inh,ERAP1 inh,ERp5 inh
C[C@@H]1CN([C@H](C)CO)C(=O)c2cc(NC(=O)C3CCCCC3)ccc2O[C@@H](C)CCCCO[C@@H]1CN(C)C(=O)C1CCCCC1,1[16.7 µM],-3,0.4,-5,0,1,6
O=C(OC1CC2CC1[C@H]1CCCCN1C2=O)N1CCN(C(=O)c2ccccc2)CC1 (stereo partly drawn),.,-1,2.2,17,0,0,3

Next part:
SMILES	miR-122 sensor	Casp6 inh	F508del corr	DENV2 CPE rescue	SIRT5 inh	ERAP1 inh	ERp5 inh
COCCCNC(=O)[C@@H](Cc1ccccc1)NC(=O)[C@H]1O[C@@H](n2ccc(=O)[nH]c2=O)[C@H](O)[C@@H]1O	.	-2	-1.3	-5	0	5	3
Cc1cc(C(=O)COC(=O)CC(NC(N)=O)c2ccc(Cl)cc2)c(C)n1C (stereo not drawn)	-3	11	-0.7	3	-2	0	10
COCC#Cc1cnc2c(c1)C(=O)N([C@@H](C)CO)C[C@@H](C)[C@H](CN(C)S(=O)(=O)c1cn(C)cn1)O2	-3[16.7 µM]	-1	2.3	-2	-1	1	1
Cn1nc(C(F)(F)F)c(-c2ccccc2)c1NC(=O)c1nccnc1C(=O)O	.	-3	-1.5	-2	-8	-2	.
COC(=O)c1cc(-c2ccc(Br)cc2)on1	.	-1	-0.5	?	-4	3	-7
CC1CCN(c2ccc([N+](=O)[O-])cc2C(=O)NCC2CCCO2)CC1 (stereo not drawn)	.	2	-2.7	-13	3	3	3
COc1ccc(CN(C)C[C@H]2Oc3ccc(NC(=O)CCCCCC(=O)Nc4ccccc4N)cc3CC(=O)N([C@H](C)CO)C[C@H]2C)cc1	0[16.7 µM]	-1	0.3	10	.	0	-2
CN(C)C(=O)C[C@@H]1C[C@@H]2c3cc(NC(=O)CC4CC4)ccc3O[C@@H]2[C@@H](CO)O1	-1[16.7 µM]	-2	-2.5	-1	-1	-1	-2
COCc1cccc(-c2csc(C(O)c3ccc(F)c(OC)c3)n2)c1 (stereo not drawn)	5	3	1.0	-6	-2	-1	-6
Cc1cc(OCC(O)CN2CCCC2)cc(C)c1Cl (stereo not drawn)	10	-9	-1.4	?	-4	2	-14
Cc1ccc(NC(=O)COC(=O)c2ccc(=O)n(Cc3ccccc3)n2)cc1F	0	0	-3.0	2	-2	0	18
C[C@H]1COC(=O)[C@H](Cc2ccc(F)cc2)C/C=C\C[C@@H](CC(=O)N(CCO)Cc2ccccc2)C(=O)N1	6	1	3.8	-2	5	2	3
O=C(NCCCN1CCOCC1)c1cc2ccccc2cc1O	5	-37	1.8	-1	1	-2	0
COc1ccccc1/C=C/C(=O)/C=C/c1ccccc1O	126*	1	-19	14	-3	-4	1
O=C(NCC1CC1)c1onc(CSc2ccc(F)c(F)c2)c1C(=O)NCC1CC1	.	0	-2.7	64*	6	-7	3
C[C@@H]1CN([C@H](C)CO)C(=O)c2cc(NC(=O)c3ccncc3)ccc2O[C@@H]1CN(C)Cc1ccc(-c2ccccc2)cc1	31[16.7 µM]	-2	-0.1	4	3	1	-1
Cc1cccc(N2C(=O)CC(N3CCN(c4ccccc4)CC3)C2=O)c1 (stereo not drawn)	0	0	-1.4	4	-1	-1	0
O=C(C1CC(=O)N(C2CCCC2)C1)N1CCN(c2cccc(C(F)(F)F)c2)CC1 (stereo not drawn)	-4	1	-0.8	-5	0	-7	3
COC(=NC(C)C)NC(C)C	.	-3	2.0	5	-4	0	1
CCC(=O)N1[C@@H](CO)[C@@H](c2ccc(-c3ccccc3C)cc2)C12CN(C(C)=O)C2	.	1	-0.1	60*	-4	1	-6
O=C(Nc1ccccc1C(F)(F)F)c1ncn[nH]1	7	-5	-0.5	1	7	1	24
CCCC(=O)N1CC2(CCN(S(C)(=O)=O)CC2)c2c([nH]c3cc(OC)ccc23)[C@@H]1CO	.	.	-2.1	-6	.	-2	3
C=CCNC(=O)[C@H]1[C@@H]2C(=O)O[C@@H](c3ccccc3)[C@@H](c3ccccc3)N2[C@@H](c2ccc(O)cc2)[C@]12C(=O)Nc1ccc(C#CC3=CCCCC3)cc12	.	0	-2.5	-3	2	0	-8
Cc1cccc(NC(=S)NCCc2ccc(F)cc2)c1C	1	-3	1.8	6	2	.	-4
CC(=O)N(C)C[C@@H]1Oc2ncc(C#CCC3CCCC3)cc2C(=O)N([C@@H](C)CO)C[C@H]1C	-8[16.7 µM]	2	-0.3	3	3	-4	5
C[C@]12CCC(=O)C=C1CC[C@@H]1[C@@H]2[C@@H](O)C[C@@]2(C)[C@H]1CC[C@]2(O)C(=O)COC(=O)CCC(=O)O	0&-1	-3	0.6	?	-3	-1	0
Cc1nnc(NC(=O)CN2CC(C)OC(C)C2)s1 (stereo not drawn)	2	0	1.7	-4	-4	-4	0
Cc1ccccc1Nc1nc(-c2ccccc2)c(C(=O)Nc2cccnc2)s1	.	5	-0.4	1	0	3	1
